Screening results: PubChem, National Center for Advancing Translational Sciences (NCATS)
MCF10A rereplic = inducers of DNA re-replication in MCF 10A breast cells. Potency, µM (series often up to 46.1 µM), for the others: at the highest dose activity, positive = re-replication, usual class: activators. 2.9% of 350,000 active. MCF 10A DNA re-replication, Hoechst nuclear intensity, 48 h; note: potency is the fitted concentration of half-maximal effect; % of control where 0% means no effect; nearly all actives have a fitted effect of over 50% in size
HT1080 IDH1KD tx = toxicity to HT-1080 IDH1 knockdown cells (counter line); HT-1080 IDH1 knockdown viability, ATP luminescence, 48 h; Potency, µM (top dose mostly 46.1 µM), for the others: top-dose activity, negative = toxicity, most hits filed as cytotoxic; 2% of 360,000 active;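 note: potency is the fitted concentration of half-maximal effect; 0% = DMSO wells and -100% = cell-free medium wells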
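Luminescent ATP read-out (CellTiter-Glo, 10 min at room temperature) after 48 h compound exposure at 37 °C gave viability of IDH1-knockdown HT-1080 cells. Activity was normalised to DMSO and cell-free wells, then fitted as concentration-response curves.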
ATXN2 expr inh = reduces ATXN2 reporter expression in HEK-293 cells; 0.72% of 360,000 active; HEK-293 ATXN2-luciferase reporter, luminescence, 24 h; Potency, µM (series often up to 57 µM), for inactives: top-dose activity change, negative = inhibition, hits mostly inhibitors; AID 1745845; note: potency is the fitted concentration of half-maximal effect; % is set by controls: 0 for no effect and ±100 for the full control effect; nearly all actives have a fitted effect of over 55% in size
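qHTS (up to 57 uM final) was run with 24 h compound exposure of reporter cells at 37 °C. Each well was multiplexed: SteadyGlo luminescence measured ATXN2-luciferase expression after a fluorogenic Gly-Phe-AFC viability readout (25 uM final).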
S2 tox = reduces viability in counter-screen for ATXN expression inhibitors; S2 cells (HEK-293 line with an ATXN2-luciferase reporter) viability, CellTiter-Fluor protease fluorescence, 24 h; Potency, µM (doses to about 56.7 µM), actives largely listed as cytotoxic; 0.49% of 400,000 active; note: potency is the fitted concentration of half-maximal effect; nearly all actives have a fitted effect of over 40% in size
SW480 rereplic = DNA re-replication induction in SW480 cells | SW480 DNA re-replication, Hoechst DNA content imaging, 48 h | Potency, µM (titrated, usually from 46.1 µM), for inactives: at the top dose re-replication activation, usual class: activators | 1.8% of 340,000 active | AID 624297; note: potency is the fitted concentration of half-maximal effect; % of control where 0% means no effect; nearly all actives have a fitted effect of over 55% in size
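Image-based DNA-content assay: after two days of treatment, nuclei were labelled with the DNA dye Hoechst and imaged, and hits were compounds raising the count of nuclei showing high fluorescence intensity.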
IL1B secr inh = inhibitors of inflammasome signaling (IL-1 beta secretion); THP-1 LPS/ATP IL-1B secretion, AlphaLISA, 16 h; hits give low values; activity change, % at 57.5 µM; 4.7% of 360,000 active; in the data active = activity change below about -50%; inconclusive = mostly about -30% to -49%; note: % is set by controls: 0 for no effect and ±100 for the full control effect
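Secreted IL-1B measured by AlphaLISA bead assay after 16 h compound exposure of THP-1 cells; compounds (final up to 57.5 uM) added 1 h before LPS (250 ng/mL) and ATP (1.25 mM) stimulation; lower signal means less secretion.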
KB-3-1 cytotox = kills parental KB-3-1 adenocarcinoma cells. 1.4% of 400,000 active. Potency, µM (series often up to 46.1 µM), for the others: at the top dose activity change, negative = cytotoxic, hits mostly cytotoxic. KB-3-1 viability, CellTiter-Glo ATP luminescence, 72 h; note: potency is the fitted concentration of half-maximal effect; % is set by controls: 0 for no effect and ±100 for the full control effect; nearly all actives have a fitted effect of over 60% in size
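Cells are dispensed, compounds pinned in, plates held at 37 °C for 72 h, then CellTiter-Glo is added and luminescence read after 10 minutes. Cell line: parental KB-3-1 in phenol-red-free DMEM, 10% FBS.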
HepG2 viability = kills HepG2 cells in TGF-b inhibitor counter-screen; HepG2 CAGA-GFP viability, ATP luminescence, 18 h; Potency, µM (titrated, usually from 46.1 µM), inactives show at the top dose activity change, negative = cytotoxicity, actives largely listed as cytotoxic; 0.76% of 410,000 active; AID 588856; note: potency is the fitted concentration of half-maximal effect; some results filed as inactive show a strong effect at the top dose
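CellTiter-Glo luminescence gave cytotoxicity after 18 hours at 37 degrees C. The cells were HepG2 CAGA-GFP in 1% FBS DMEM, stimulated with 500 pg/mL TGF-beta after compound addition. %Activity was normalised to no-cell wells (complete cell-killing) and DMSO (no toxicity), and curves were fitted and classified.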
HT1080NT lethal = kills 2HG-producing HT-1080-NT fibrosarcoma cells; 1.6% of 360,000 active; Potency, µM (titrated, usually from 46.1 µM), for inactives: at the highest dose activity, negative = less viability, hits mostly cytotoxic; HT-1080-NT fibrosarcoma viability, CellTiter-Glo ATP luminescence, 48 h;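 note: NT is the 2HG producing partner of a matched IDH1 knockdown line; potency is the fitted concentration of half-maximal effect; 0% = DMSO-treated cells and -100% = media-only wells without cells; nearly all actives have a fitted effect of over 55% in size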
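Toxicity toward the 2HG-producing NT line was scored as %Activity, normalised to DMSO and no-cell wells, from CellTiter-Glo luminescence after 48 hours' treatment.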
Active calls of the source: *; & = joins results of further samples; [ ] = dose if it differs, or a comment. Unless noted, calls come from the whole dose curve; as a rule, active = well fitted curve in the direction sought with a large enough effect; inconclusive = small, poorly fitted or top-dose-only effect, or another doubt; inactive = no such curve, though single readings can be large; an effect the other way counts as inactive or inconclusive.

`C=C(C=O)C[C@@H]1C[C@H](O)C2OC3C[C@]4(C)OC5/C=C\CC6OC7C(CC=CCC6OC5CCCC4OC3CC2O1)OC1CC2OC3CC(=O)OC3C[C@@H](C)C[C@@]2(C)OC1C[C@@H]7C` (stereo not given in full) gave MCF10A rereplic 0.73µM*, ATXN2 expr inh 1.6µM*, S2 tox 1.8µM*, SW480 rereplic 36%[9.22 µM], IL1B secr inh -102*, KB-3-1 cytotox 4.6µM* and HT1080NT lethal 8.2µM*.
For NC(=O)Cn1cc(C(=O)c2ccccc2F)c2ccccc21 the results were MCF10A rereplic 0.58µM*, HT1080 IDH1KD tx -4%, ATXN2 expr inh -3%, S2 tox inactive, SW480 rereplic -24%, IL1B secr inh 2, KB-3-1 cytotox 2%, HepG2 viability 15% and HT1080NT lethal 3%.
Screening O=C(N/N=C/c1c(O)n(Cc2ccccc2)c(=O)[nH]c1=O)c1ccccc1 returned MCF10A rereplic 0%, HT1080 IDH1KD tx -6%, ATXN2 expr inh -19%, S2 tox inactive, SW480 rereplic inconclusive, IL1B secr inh -2, KB-3-1 cytotox 20%, HepG2 viability -1% and HT1080NT lethal -8%.
Screening CN1CCN(c2cc(N3CCCC3)c([N+](=O)[O-])cc2F)CC1 returned MCF10A rereplic -4%, HT1080 IDH1KD tx -6%, ATXN2 expr inh -14%, S2 tox inconclusive, SW480 rereplic 1%, IL1B secr inh inconclusive, KB-3-1 cytotox 15%, HepG2 viability -26% and HT1080NT lethal -6%.
Screening COc1nc(NC(C)C)nc(N(C#N)CN2C(=O)c3ccccc3S2(=O)=O)n1 returned MCF10A rereplic inconclusive, HT1080 IDH1KD tx 1%, ATXN2 expr inh -8%, S2 tox inactive, SW480 rereplic 1%, IL1B secr inh inconclusive, KB-3-1 cytotox -32%, HepG2 viability -11% and HT1080NT lethal 0%.
O=[N+]([O-])NC1=NCN(Cc2ccco2)CN1Cc1ccco1 was read as MCF10A rereplic 16%, HT1080 IDH1KD tx 5%, ATXN2 expr inh -2%, S2 tox inactive, SW480 rereplic inconclusive, IL1B secr inh 0, KB-3-1 cytotox -19%, HepG2 viability -26% and HT1080NT lethal -4%.
Cc1ccc(NP(=O)(Oc2ccccc2F)Oc2ccccc2F)cc1C was read as MCF10A rereplic inconclusive, HT1080 IDH1KD tx -30%, ATXN2 expr inh -19%, S2 tox inactive, SW480 rereplic inconclusive, IL1B secr inh -84*, KB-3-1 cytotox -18%, HepG2 viability -76% and HT1080NT lethal -11%.
CCOC(=O)[C@]12Cc3ccccc3[C@H]1N(Cc1ccccc1)C(=O)c1ccccc12 was read as MCF10A rereplic 14%, HT1080 IDH1KD tx 7%, ATXN2 expr inh inconclusive, S2 tox inconclusive, SW480 rereplic 14%, IL1B secr inh -7, KB-3-1 cytotox -2%&-21%, HepG2 viability -30%&-8% and HT1080NT lethal 10%.
`COc1cc(OC)c(OC)cc1CNCCc1ccc2c(c1)OCO2` gave MCF10A rereplic 18%, HT1080 IDH1KD tx -17%, S2 tox inactive, SW480 rereplic -3%, IL1B secr inh -10, KB-3-1 cytotox -4%, HepG2 viability -15% and HT1080NT lethal -19%.
OCCNCCc1c[nH]c2ccc(OCc3ccccc3)cc12 was read as MCF10A rereplic inconclusive, HT1080 IDH1KD tx -12%, S2 tox inconclusive, SW480 rereplic 3%, IL1B secr inh -17, KB-3-1 cytotox -1%, HepG2 viability -20% and HT1080NT lethal inconclusive.
For CN1/C(=C\C=C2C(=O)NC(=S)NC2=O)C(C)(C)c2ccccc21 the results were MCF10A rereplic 9%, HT1080 IDH1KD tx 0%, ATXN2 expr inh -32%, SW480 rereplic 9%, IL1B secr inh 10, KB-3-1 cytotox inconclusive, HepG2 viability -10% and HT1080NT lethal -1%.
CCCCn1c(O)c(C(C)=NCc2ccc(F)cc2)c(=O)[nH]c1=O was read as MCF10A rereplic 0%, HT1080 IDH1KD tx -11%, ATXN2 expr inh -8%, S2 tox inactive, SW480 rereplic -2%, IL1B secr inh 0, KB-3-1 cytotox 15%, HepG2 viability 2% and HT1080NT lethal -1%.
For Cn1c(O)c(C(=O)c2ccccc2F)c(=O)n(C)c1=O the results were MCF10A rereplic 0%, HT1080 IDH1KD tx 1%, ATXN2 expr inh -5%, S2 tox inactive, SW480 rereplic -17%, IL1B secr inh -7, KB-3-1 cytotox -3%, HepG2 viability 2% and HT1080NT lethal 0%.
For O=C(Nc1ccccc1Cl)OC1CN2CCC1CC2 (stereo not given) the results were MCF10A rereplic inconclusive, HT1080 IDH1KD tx -16%, ATXN2 expr inh -17%, S2 tox inactive, SW480 rereplic inconclusive, IL1B secr inh -24, KB-3-1 cytotox -8%, HepG2 viability -127% and HT1080NT lethal -12%.
For CCOC(=O)C1(CCOc2ccccc2)CCN(Cc2cnc(SC)nc2)CC1 the results were MCF10A rereplic 29%, HT1080 IDH1KD tx -19%, ATXN2 expr inh -32%, S2 tox inactive, SW480 rereplic inconclusive, IL1B secr inh inconclusive, KB-3-1 cytotox -24%, HepG2 viability -45% and HT1080NT lethal 0%.

3 entries out of the list, arranged by count of non-hydrogen atoms, ascending.
O=[N+]([O-])NC1=NCN(Cc2ccco2)CN1Cc1ccco1 was read as MCF10A rereplic 16%, HT1080 IDH1KD tx 5%, ATXN2 expr inh -2%, S2 tox inactive, SW480 rereplic inconclusive, IL1B secr inh 0, KB-3-1 cytotox -19%, HepG2 viability -26% and HT1080NT lethal -4%.
OCCNCCc1c[nH]c2ccc(OCc3ccccc3)cc12 was read as MCF10A rereplic inconclusive, HT1080 IDH1KD tx -12%, S2 tox inconclusive, SW480 rereplic 3%, IL1B secr inh -17, KB-3-1 cytotox -1%, HepG2 viability -20% and HT1080NT lethal inconclusive.
Screening COc1nc(NC(C)C)nc(N(C#N)CN2C(=O)c3ccccc3S2(=O)=O)n1 returned MCF10A rereplic inconclusive, HT1080 IDH1KD tx 1%, ATXN2 expr inh -8%, S2 tox inactive, SW480 rereplic 1%, IL1B secr inh inconclusive, KB-3-1 cytotox -32%, HepG2 viability -11% and HT1080NT lethal 0%.

Going on with the list:
Nc1nc(N)c2cnnn2n1 was read as MCF10A rereplic 1%, HT1080 IDH1KD tx 12%, ATXN2 expr inh 6%, S2 tox inactive, SW480 rereplic -1%, IL1B secr inh 22, KB-3-1 cytotox 15%, HepG2 viability 11% and HT1080NT lethal 4%.
CCCN(CCC)C(=O)Cc1c(-c2ccc(Cl)cc2)nc2c(Cl)cc(Cl)cn12 was read as MCF10A rereplic 1%, HT1080 IDH1KD tx 4%, ATXN2 expr inh -9%, S2 tox inactive, SW480 rereplic -35%[inhibitor], IL1B secr inh 32, KB-3-1 cytotox 0%, HepG2 viability -2% and HT1080NT lethal 4%.
CC(=O)Nc1ccccc1C(=O)OCC(=O)c1ccc2ccccc2c1 was read as MCF10A rereplic 1%, HT1080 IDH1KD tx -21%, ATXN2 expr inh -15%, S2 tox inactive, SW480 rereplic -3%, IL1B secr inh -8, KB-3-1 cytotox -19%, HepG2 viability -20% and HT1080NT lethal inconclusive.
Screening O=C1CC(=O)N(Cc2ccccc2)C(=O)N1CCCCCCN1C(=O)CC(=O)N(Cc2ccccc2)C1=O returned MCF10A rereplic -10%, HT1080 IDH1KD tx 12%, ATXN2 expr inh -4%, S2 tox inactive, SW480 rereplic -4%, IL1B secr inh 1, KB-3-1 cytotox -1%, HepG2 viability 17% and HT1080NT lethal -3%.
Screening CCCc1nc2ccccc2c(=O)n1-c1ccc(OC)cc1 returned MCF10A rereplic inconclusive, HT1080 IDH1KD tx 2%, ATXN2 expr inh -17%, S2 tox inconclusive, SW480 rereplic -1%, IL1B secr inh 11, KB-3-1 cytotox 7%, HepG2 viability 1% and HT1080NT lethal 5%.
For CC(C)CNc1c2c(nc3ccccc13)CCC2 the results were MCF10A rereplic -11%, HT1080 IDH1KD tx -22%, ATXN2 expr inh inconclusive, S2 tox inactive, SW480 rereplic 8%, IL1B secr inh -60*, KB-3-1 cytotox inconclusive, HepG2 viability -13% and HT1080NT lethal -7%.
`CCOc1ccc(C2(C#N)CC[N+](C)(C)CC2)cc1` gave MCF10A rereplic -4%, HT1080 IDH1KD tx 10%, ATXN2 expr inh -1%, S2 tox inactive, SW480 rereplic 0%, IL1B secr inh -11, KB-3-1 cytotox -1%, HepG2 viability 5% and HT1080NT lethal 10%.
`O=C(Nc1ccc(Cl)cc1)Nc1nccs1` gave MCF10A rereplic 7.3µM*, HT1080 IDH1KD tx 7.3µM*, ATXN2 expr inh -8%, S2 tox inconclusive, SW480 rereplic 5.8µM*, IL1B secr inh 13, KB-3-1 cytotox 4.6µM*, HepG2 viability -22% and HT1080NT lethal 7.3µM*.
For COc1ccc(-n2c(=O)[nH]c3ccccc3c2=O)c(OC)c1 the results were MCF10A rereplic -1%, HT1080 IDH1KD tx -5%, ATXN2 expr inh 1%, S2 tox inactive, SW480 rereplic -8%, IL1B secr inh 15, KB-3-1 cytotox 2%, HepG2 viability -7% and HT1080NT lethal -5%.
For CSc1nc2ccc(C)cc2c(=O)n1-c1cccnc1 the results were MCF10A rereplic 1%, HT1080 IDH1KD tx 0%, ATXN2 expr inh -3%, S2 tox inactive, SW480 rereplic -5%, IL1B secr inh 8, KB-3-1 cytotox 15%, HepG2 viability -17% and HT1080NT lethal -4%.
COCCOC(=O)C1=C(N)OC(C)=C(C(=O)OC)C12C(=O)Nc1ccccc12 (stereo not given) was read as MCF10A rereplic 19%, HT1080 IDH1KD tx -2%, ATXN2 expr inh -9%, S2 tox inactive, SW480 rereplic 10%, IL1B secr inh 45, KB-3-1 cytotox 5%, HepG2 viability 2% and HT1080NT lethal 8%.
For Cn1c(O)c(C(c2ccncc2)c2c(O)n(C)c(=S)n(C)c2=O)c(=O)n(C)c1=S the results were MCF10A rereplic -2%, HT1080 IDH1KD tx -2%, ATXN2 expr inh -5%, S2 tox inactive, SW480 rereplic -6%, IL1B secr inh 13, KB-3-1 cytotox -2%, HepG2 viability 1% and HT1080NT lethal -4%.

This is a subset (hit frequency here may not be typical).
